Bioassay records as filed in PubChem BioAssay.
Furin inhibitor – human furin inhibition. purified furin, fluorogenic substrate cleavage. inhibition, % at 30 µM. 220,000 compounds, 0.061% hits. AID 463115; in the data active = inhibition above about 25%; note: inactives centre near -15
Runt-CBFb FRET – Runt domain-CBFb interaction inhibition. Q01196+Q13951. Cerulean-Runt/Venus-CBFb FRET ratio 530/480, 1 h. inhibition, % at 20 µM. 220,000 compounds, 0.46% hits. AID 1496;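 active = inhibition over about 50% at 20 µM in the single-dose screen, limit read from the data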;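 note: 0% = DMSO wells and 100% = excess unlabeled CBFb competitor control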
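Assay system: Cerulean-Runt domain / Medium: Tris 50 mM pH 7.5, KCl, K2SO4, 0.01% BSA / Timing: protein complex preformed 1 h, compound exposure 1 h, room temperature, dark / Measured by: FRET, excitation 422 nm, emission at 530 and 480 nm / Evaluation: loss of energy transfer signal / Control set: 5 µM unlabeled CBFb as full-inhibition high control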
NCF1 inh – p47phox (human) inhibition; p47phox/p22phox peptide binding, fluorescence polarization, 2 h; 220,000 compounds, 0.53% hits; P14598; inhibition, % at 24.7 µM; AID 1274;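 active = inhibition above about 30%, limit read from the data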;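 note: 0% = p47phox with labelled peptide and 100% = labelled peptide alone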
Calpain2 inh – calpain II (pig) inhibition; purified calpain II, fluorogenic peptide substrate, 30 min; inhibition, % at 16 µM; 220,000 compounds, 0.37% hits; AID 1236;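 active = inhibition above about 50%, limit read from the data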
RBBP9 inh – inhibitors of human serine hydrolase RBBP9; O75884; recombinant RBBP9, FP-Rh probe fluorescence polarization; inhibition, % at 7.94 µM; 220,000 compounds, 0.2% hits;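 active = inhibition above the campaign mean of all tested compounds plus 3 SD, cut at about 14% in these data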;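 note: plate controls were DMSO wells with RBBP9 for no effect and wells lacking RBBP9 protein for full effect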
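Test system: recombinant human RBBP9; Timing: 30 min then 45 min, 25 °C; Detection: fluorescence polarization; Control set: RBBP9 with DMSO as uninhibited control, no-protein wells as full inhibition; Compound dosing: one concentration, 7.94 µM nominal, 0.794% DMSO; Probe or stimulus: FP-Rh activity-based probe, 375 nM before mixing.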
Tb hexokinase – blocks Trypanosoma brucei hexokinase 1 activity; recombinant TbHK1, G6PDH-coupled NADH A340; inhibition, % at 10 µM; 220,000 compounds, 0.11% hits;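 active = inhibition of 50% or more in the single-dose primary screen; inactive = inhibition below 50%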
EBV gp42 block – EBV gp42 inhibition; Q1HVG2; Fluorescence polarization binding assay, mP read-out; inhibition, % (tested at 21.74 µM); 220,000 compounds, 0.42% hits; in the data active = inhibition above about 50%
Target sequence (Q1HVG2 whole entry, looked up): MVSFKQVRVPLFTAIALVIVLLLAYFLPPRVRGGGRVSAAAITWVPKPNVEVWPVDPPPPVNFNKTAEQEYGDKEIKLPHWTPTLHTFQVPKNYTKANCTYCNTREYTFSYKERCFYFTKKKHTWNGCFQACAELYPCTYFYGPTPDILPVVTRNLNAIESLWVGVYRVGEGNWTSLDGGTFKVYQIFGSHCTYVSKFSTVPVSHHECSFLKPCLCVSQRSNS
Runt-SMMHC FRET – Runt domain-CBFb-SMMHC interaction inhibition; 220,000 compounds, 0.74% hits; Q01196+Q13951; Cerulean-Runt/Venus-CBFb-SMMHC FRET ratio 530/480, 1 h; AID 1434; inhibition, % at 20 µM;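 active = mean inhibition across duplicate retests at 20 µM reaching about 50%, limit read from the data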;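 note: 0% = DMSO wells and 100% = wells with excess untagged CBFb-SMMHC; inhibitors lower the FRET ratio by blocking Runt binding to CBFb-SMMHC; some results filed as inactive read as strong as hits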
p97 inhibitor – human p97 ATPase inhibition; recombinant p97 ATPase, Kinase-Glo ATP luminescence, 3 h; inhibition, % at 8 µM; 220,000 compounds, 0.42% hits; AID 1481; in the data active = inhibition above about 15%;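 note: 0% = DMSO vehicle and 100% = wells lacking enzyme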
Target sequence (P55072 whole entry, looked up): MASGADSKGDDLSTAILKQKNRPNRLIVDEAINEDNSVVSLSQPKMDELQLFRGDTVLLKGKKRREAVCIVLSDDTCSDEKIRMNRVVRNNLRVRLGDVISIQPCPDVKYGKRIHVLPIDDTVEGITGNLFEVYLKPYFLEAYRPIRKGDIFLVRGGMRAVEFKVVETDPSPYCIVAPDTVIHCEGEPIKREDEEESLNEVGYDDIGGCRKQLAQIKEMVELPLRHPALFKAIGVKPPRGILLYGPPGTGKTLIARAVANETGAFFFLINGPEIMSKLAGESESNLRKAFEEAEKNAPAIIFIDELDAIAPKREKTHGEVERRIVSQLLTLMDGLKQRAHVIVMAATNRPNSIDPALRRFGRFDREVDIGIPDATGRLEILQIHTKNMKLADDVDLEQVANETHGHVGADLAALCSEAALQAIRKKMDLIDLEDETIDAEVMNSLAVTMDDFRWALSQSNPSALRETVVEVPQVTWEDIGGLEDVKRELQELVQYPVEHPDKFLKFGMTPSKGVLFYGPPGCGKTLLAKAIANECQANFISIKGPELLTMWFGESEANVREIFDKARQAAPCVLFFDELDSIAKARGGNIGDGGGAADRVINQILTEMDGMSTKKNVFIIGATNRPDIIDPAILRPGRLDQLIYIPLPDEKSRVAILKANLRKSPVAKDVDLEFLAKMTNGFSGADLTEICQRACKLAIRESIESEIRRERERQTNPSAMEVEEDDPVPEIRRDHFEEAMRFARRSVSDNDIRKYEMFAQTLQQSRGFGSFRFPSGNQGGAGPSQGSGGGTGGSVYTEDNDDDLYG
* marks the source's active call; other numbers are inactive results; / = not tested or not shown; [ ] = another dose, or the depositor's remark.

The first 17 records (preview)
Furin inhibitor,Runt-CBFb FRET,NCF1 inh,Calpain2 inh,RBBP9 inh,Tb hexokinase,EBV gp42 block,Runt-SMMHC FRET,p97 inhibitor,SMILES
-5,-1,-11,-6,2,-9,-1,-6,2,Cc1cc(C)n(CC(=O)N/N=C/c2c[nH]c3ccccc23)n1
-18[20 µM],1,3,-1,-8,1,-8,3,3,Cn1c(C(=O)OC(C(=O)NCc2ccco2)c2ccncc2)cc2sccc21 (stereo not drawn)
-18[20 µM],-2,-2,2,-9,-1,-8,-4,1,CCC1(C)Cc2c(sc3c2c(=O)n(C)c2nnc(SCc4ccccc4)n32)CO1 (stereo not drawn)
-31,-1,-19,-31,-4,0,-11,1,2,CCOC(=O)NNC(=O)C1CCC(C)CC1 (stereo not drawn)
-19,-1,5,20,10,-9,-3,2,5,COCCNC(=O)/C(C#N)=C/c1ccc(C(=O)O)cc1
-27,1,0,3,3,1,-7,0,3,NC(=O)Cn1nc([N+](=O)[O-])nc1Oc1ccccc1F
-22,8,-8,1,-11,2,-1,23,-1,CCCc1cc(-c2n[nH]c(=S)n2-c2cccc(C)c2)cs1
-6[20 µM],0,32*,-42,-5,-6,-21,-2,3,C=CCNC(=O)c1onc(CSc2cccc(OC)c2)c1C(=O)O
-24,2,-4,-11,-4,3,-19,0,-1,CNC(=O)CN1C(=O)C2C3C=CC(C3)C2C1=O (stereo not drawn)
-20,-2,-1,12,-10,4,-17,4,-2,CCCCC(=O)NC(Nc1cc(C)ccn1)(C(=O)OCC)C(F)(F)F (stereo not drawn)
-15,0,-5,6,-2,-5,1,1,-6,O=C(Oc1ccccc1N1C(=O)C2CCCCC2C1=O)c1ccccc1 (stereo not drawn)
-9,13,-2,4,-13,-5,1,-1,-1,Nc1ccccc1Sc1cc(Cl)nnc1Cl
-20,-1,-1,27,-7,-2,-6,-7,-4,COc1ccccc1C(C)NC(=O)CCOc1cccc(C)c1 (stereo not drawn)
-14[20 µM],0,-9,17,-9,-7,-12,0,-2,CCOc1cc(S(=O)(=O)n2cc(-c3ccc(F)cc3)c(N)n2)cc(OCC)c1OCC
-18,-1,1,24,-6,4,-10,-4,-1,Cc1ccc(N2C(=O)N(CC(=O)N3CCOCC3)C(=O)C2C)cc1 (stereo not drawn)
-30,0,3,-18,-3,-4,-18,-2,0,NC(=O)COC(=O)/C=C/c1ccc(S(=O)(=O)N2CCCCCC2)cc1
-20[20 µM],-1,-11,1,-8,3,-9,3,-4,COc1ccc(OC)c(NC2=NC3(CCCCC3)N=C(N)N2)c1

The whole of this part, previewed entries included:
Furin inhibitor,Runt-CBFb FRET,NCF1 inh,Calpain2 inh,RBBP9 inh,Tb hexokinase,EBV gp42 block,Runt-SMMHC FRET,p97 inhibitor,SMILES
-5,-1,-11,-6,2,-9,-1,-6,2,Cc1cc(C)n(CC(=O)N/N=C/c2c[nH]c3ccccc23)n1
-18[20 µM],1,3,-1,-8,1,-8,3,3,Cn1c(C(=O)OC(C(=O)NCc2ccco2)c2ccncc2)cc2sccc21 (stereo not drawn)
-18[20 µM],-2,-2,2,-9,-1,-8,-4,1,CCC1(C)Cc2c(sc3c2c(=O)n(C)c2nnc(SCc4ccccc4)n32)CO1 (stereo not drawn)
-31,-1,-19,-31,-4,0,-11,1,2,CCOC(=O)NNC(=O)C1CCC(C)CC1 (stereo not drawn)
-19,-1,5,20,10,-9,-3,2,5,COCCNC(=O)/C(C#N)=C/c1ccc(C(=O)O)cc1
-27,1,0,3,3,1,-7,0,3,NC(=O)Cn1nc([N+](=O)[O-])nc1Oc1ccccc1F
-22,8,-8,1,-11,2,-1,23,-1,CCCc1cc(-c2n[nH]c(=S)n2-c2cccc(C)c2)cs1
-6[20 µM],0,32*,-42,-5,-6,-21,-2,3,C=CCNC(=O)c1onc(CSc2cccc(OC)c2)c1C(=O)O
-24,2,-4,-11,-4,3,-19,0,-1,CNC(=O)CN1C(=O)C2C3C=CC(C3)C2C1=O (stereo not drawn)
-20,-2,-1,12,-10,4,-17,4,-2,CCCCC(=O)NC(Nc1cc(C)ccn1)(C(=O)OCC)C(F)(F)F (stereo not drawn)
-15,0,-5,6,-2,-5,1,1,-6,O=C(Oc1ccccc1N1C(=O)C2CCCCC2C1=O)c1ccccc1 (stereo not drawn)
-9,13,-2,4,-13,-5,1,-1,-1,Nc1ccccc1Sc1cc(Cl)nnc1Cl
-20,-1,-1,27,-7,-2,-6,-7,-4,COc1ccccc1C(C)NC(=O)CCOc1cccc(C)c1 (stereo not drawn)
-14[20 µM],0,-9,17,-9,-7,-12,0,-2,CCOc1cc(S(=O)(=O)n2cc(-c3ccc(F)cc3)c(N)n2)cc(OCC)c1OCC
-18,-1,1,24,-6,4,-10,-4,-1,Cc1ccc(N2C(=O)N(CC(=O)N3CCOCC3)C(=O)C2C)cc1 (stereo not drawn)
-30,0,3,-18,-3,-4,-18,-2,0,NC(=O)COC(=O)/C=C/c1ccc(S(=O)(=O)N2CCCCCC2)cc1
-20[20 µM],-1,-11,1,-8,3,-9,3,-4,COc1ccc(OC)c(NC2=NC3(CCCCC3)N=C(N)N2)c1
-20,3,-13,-17,-2,-3,-6,-2,10,Nc1nc(NC(=O)CCC(=O)O)nn1-c1ccccc1
-8[20 µM],2,-9,10,0,4,-5,-2,-2,COc1ccc(C(=O)CC(c2ccccc2)C2C(=O)CCCC2=O)cc1 (stereo not drawn)
-14[20 µM],0,-3,-39,-1,-5,-14,0,-2,C/C=C/C(=O)OCC(=O)NC(=O)NC(C)C
-1,1,-15,-7,-5,28,-1,3,1,CCCCNC(=O)/C=C1\Sc2ccccc2NC1=O
-12,1,-3,20,0,-3,17,-7,-2,COCCNC(=O)C1CC(c2ccccc2[N+](=O)[O-])=NO1 (stereo not drawn)
-13,23,/,13,-4,-1,-38,20,-1,S=C(Nc1ccccn1)Nc1ccccc1Cl
-18,-1,-17,-97,3,-21,-21,-3,4,CCc1cc2c(=O)[nH]c(-c3ccncc3)nc2s1
-6,-5,-1,-11,-6,-22,-9,-7,-3,CCN(CC)S(=O)(=O)c1ccc(N/N=C/c2ccccc2OCC(=O)O)c([N+](=O)[O-])c1
-18,1,0,-16,-9,-4,-3,4,4,Cc1cccc2cc3cccc(C)c3nc12
-22[20 µM],2,-9,-12,2,-5,-31,-4,5,CCNC(=O)CN1C(=O)NC2(CCCc3cc(OC)ccc32)C1=O (stereo not drawn)
-18,-2,-9,-10,-5,15,-13,-5,0,COCCNCCCOc1ccc(C(C)(C)c2ccccc2)cc1
-9,-2,-11,-58,-2,-16,3,-8,5,CCOC(=O)c1ccc(-n2c(CN3CCC(C(N)=O)CC3)nc3ccc([N+](=O)[O-])cc3c2=O)cc1
-22,1,-1,-22,7,-8,2,-1,6,Cc1ccc(/C=C/C(=O)O)cc1S(=O)(=O)Nc1ccc(C(=O)O)cc1
-17,3,-22,-9,-4,-4,-5,20,-3,CC(=O)c1ccc(OCC(=O)c2cc(C)n(-c3ccc4c(c3)OCO4)c2C)cc1
2,0,-7,12,-15,2,-5,-6,-4,O=C(c1cc([N+](=O)[O-])ccc1N1CCCC1)N1CCCC1
-24,2,-16,2,-5,-16,0,-8,-1,CN(C)/C=C\C(=C/C(=O)C(F)(F)F)Nc1ccccc1Oc1ccccc1
-16,-1,4,25,-3,-4,7,0,1,Cc1cnc(C(=O)Nc2ccc(C(=O)N3CCCCC3)cc2)cn1
-18[20 µM],4,16,7,-7,-10,-6,0,3,Cc1ccc(CNCc2ccccc2Cl)cc1
-25[20 µM],-6,-32,-33,-3,7,-11,1,-1,CCOC(=O)c1cnc(SCc2nc(N)nc(Nc3ccccc3)n2)nc1N
-9,-1,2,13,-8,7,5,0,0,CCC1CCCCN1C(=O)CSc1nc(N)cc(N)n1 (stereo not drawn)
-19,0,1,-11,14,-4,-5,2,3,O=C(CSc1n[nH]c(=O)n1-c1ccc2c(c1)OCCO2)Nc1ccccc1
-33,-2,-43,-87,-8,-22,-21,2,0,Cc1nn(-c2ccccc2)c2nc(N)c(C#N)c(-c3ccc(C(C)(C)C)cc3)c12
-12,-3,-4,14,-9,4,-10,-3,-3,CCOc1ccc(-c2nnn(CC(=O)N3CCN(c4ccc(OC)cc4)CC3)n2)cc1OCC
-8[20 µM],0,-14,-21,-1,4,33,-2,-4,CCn1c(Sc2ccc(N)cc2Cl)nc2ccccc21
-5[20 µM],-2,-8,15,8,4,-18,4,-1,Cc1ccc(OCCn2c(=O)sc3ccccc32)cc1
-23[20 µM],-1,-4,23,-11,1,-21,-4,-5,CCOc1ccccc1NC(=O)COn1nnc2ccc(Cl)cc21
-9,15,-1,-10,-10,-2,-1,15,4,COc1ccc(C(C2C(=O)CC(C)(C)CC2=O)C2C(=O)CC(C)(C)CC2=O)cc1
-14,0,-3,15,-7,10,0,-2,-1,CC(=O)N/C(=C/c1ccc(OC(F)F)cc1)C(=O)O
-20,1,-15,5,-1,-1,-20,6,3,CC(C)CCn1c(=S)[nH]c2ncccc2c1=O
-8,0,-5,-38,-7,18,-7,-3,-10,Cc1ccc(S(=O)(=O)N(C)CC(=O)OCc2nnc(-c3ccccc3)o2)cc1
-19,-3,-4,6,-5,4,-15,-5,3,CCSc1ccccc1C(=O)NCc1ccc2c(c1)OCO2
-17,-1,-17,-51,-2,-5,-8,0,9,O=c1oc2cc(Oc3ccc(C(F)(F)F)cc3[N+](=O)[O-])ccc2c2c1CCC2
-27,3,1,-26,-6,-8,-10,1,1,c1ccc(CCC2CCCCN2Cc2cn[nH]c2-c2cc3ccccc3o2)nc1 (stereo not drawn)

Next structures follow:
Furin inhibitor,Runt-CBFb FRET,NCF1 inh,Calpain2 inh,RBBP9 inh,Tb hexokinase,EBV gp42 block,Runt-SMMHC FRET,p97 inhibitor,SMILES
-3,-1,-19,-12,-8,0,-16,2,-6,CCOCCn1c(N2CCN(c3ccccc3)CC2)nc2c1c(=O)n(C)c(=O)n2C
-10,3,-24,-21,-7,-11,-6,6,4,NC(=O)/C(=C\c1ccccc1)NC(=O)c1ccc(NC(=O)c2ccccc2)cc1
-5,-1,-14,-93,6,-4,-1,5,0,Cc1cc(C)nc(N2CCCC(C(=O)NC3CCCC3)C2)n1 (stereo not drawn)
-27,1,-3,-35,-13,-6,-17,-5,5,CCCn1c(SCC(=O)Nc2nnc(CC)s2)nnc1-c1ccncc1
-9[20 µM],1,5,-3,1,-6,-28,0,-8,Cc1cc(=O)n2[nH]c(-c3cccnc3)nc2n1
-22,-4,-6,-27,-5,-3,-9,-5,7,FC(F)(F)c1cccc(Cc2noc(CN3CCCCC3c3ccccn3)n2)c1 (stereo not drawn)
-24,9,2,5,0,3,-10,0,5,CC(=O)Oc1cccc(N2C(=O)C3C4C=CC(C4=C(C)C)C3C2=O)c1 (stereo not drawn)
-5,-2,-6,25,-9,-60,1,0,-2,CN(C)c1ccc(/C=N/NC(N)=S)cc1[N+](=O)[O-]
-16,-2,5,-20,0,-3,-4,1,1,CC(=O)OCC1(C)CN(c2ccccc2)N(C(=O)c2ccc(F)cc2)C1=O (stereo not drawn)
